Bioassay records from PubChem.
GASC1 inh = blocks human GASC-1 (KDM4C) demethylase activity | Q9H3R0 | AID 720574 | inhibition, % at 12.5 µM | GST-KDM4C 2-372, H3K9me3 peptide, LANCE TR-FRET | 96,000 tested, 0.15% active;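 active = mean replicate inhibition above about 25%, with at least 55% of replicates also reaching it, limit read from the data, passing the limit was not always enough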
Target sequence (Q9H3R0 2-372 limits assumed): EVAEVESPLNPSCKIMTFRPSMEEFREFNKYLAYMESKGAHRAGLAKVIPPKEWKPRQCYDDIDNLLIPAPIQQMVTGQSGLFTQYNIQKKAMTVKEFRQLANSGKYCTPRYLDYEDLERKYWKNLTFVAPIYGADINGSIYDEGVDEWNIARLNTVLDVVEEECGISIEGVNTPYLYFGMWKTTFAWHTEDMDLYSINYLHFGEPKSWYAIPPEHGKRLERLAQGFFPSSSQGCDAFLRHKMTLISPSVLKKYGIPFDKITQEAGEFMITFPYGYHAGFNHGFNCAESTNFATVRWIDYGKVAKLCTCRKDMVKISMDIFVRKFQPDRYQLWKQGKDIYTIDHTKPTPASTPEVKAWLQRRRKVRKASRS
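reagent = H3K9me3 peptide substrate, Fe(II), 2-oxoglutarate | system = GST-tagged GASC-1 (JMJD2C) catalytic fragment, aa 2-372 | amount = enzyme final amount 10 nM | read-out = Fall in 671/618 emission ratio as inhibition | medium = HEPES buffer, pH 7.5, plus ascorbate | schedule = 30 min reaction, 60 min detection, RT | measured by = LANCE TR-FRET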
Tcruzi prolif = inhibitors of T. cruzi proliferation. T. cruzi beta-gal in NIH3T3, GalScreen luminescence, 90 h. inhibition, % at 8.34 µM. 77,000 tested, 5.9% active;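 active = mean inhibition above about 93%, with at least 55% of replicates each passing it, limit read from the data, passing the limit was not always enough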
C diff growth = inhibitors of Clostridium difficile growth; AID 1259249; 86,000 tested, 0.25% active; Clostridium difficile clinical isolate growth, OD600, 24 h; stronger effect = lower value; growth activity, negative = inhibition, % at 16 µg/mL (by protocol);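 active = mean growth activity at or below -80% and every replicate also at or below -80%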;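 note: 0% = DMSO wells and -100% = levofloxacin 16 µg/mL wells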
Pf Dd2 inh = P. falciparum Dd2 growth inhibition | SYBR Green, 72 h; stronger effect = lower value | 94,000 tested, 2.3% active | activity change, % at 10 µM; in the data active = activity change below about -80%
* marks the source's active call; other numbers are inactive results; nt = no result given; & = joins results of further samples.

SMILES | GASC1 inh | Tcruzi prolif | C diff growth | Pf Dd2 inh
CC(=O)N1[C@@H](CO)[C@@H](c2ccccc2)C12CN(Cc1ccccc1)C2 | -1.7 | nt | -3.7 | -38.2
O=C(C[C@@H]1CC[C@@H](NC(=O)Nc2ccccc2F)[C@@H](CO)O1)NCc1ccc(F)cc1 | 0.0 | nt | -4.0 | 7.9
O=C(Nc1ccc2c(c1)[C@H]1C[C@H](CC(=O)N3CCc4ccccc4C3)O[C@H](CO)[C@H]1O2)C1CCOCC1 | 13.6 | -12.1 | -1.3 | -7.2
CO[C@H]1CN(C)C(=O)c2cc(NC(=O)c3cnccn3)ccc2OC[C@@H](C)N(C(C)=O)C[C@H]1C | -1.0 | nt | nt | 10.3
CNC(=O)C[C@H]1CC[C@@H]2[C@H](COC[C@@H](O)CN2C(=O)Nc2cccc(OC)c2)O1 | -1.9 | 36.1 | nt | 13.3
CCCC(=O)Nc1ccc2c(c1)C(=O)N(C)[C@H]1CC[C@@H](CC(=O)NCc3cccc(F)c3)O[C@H]1CO2 | 2.5 | 6.5 | -0.2 | 3.4
CCCNC(=O)N1[C@H](CNC(=O)c2cccc(F)c2)[C@@H](c2ccccc2)[C@@H]1CO | -0.3 | 78.3 | 4.2 | -24.3
C[C@@H](O)C#Cc1ccc([C@H]2[C@@H](CO)N3CCCCN(C(=O)c4ccc(F)cc4)C[C@H]23)cc1 | 1.8 | 98.9* | -9.2 | -30.1
CN1C(=O)c2cc(NC(=O)Nc3ccccc3F)ccc2OC[C@H]2O[C@@H](CC(=O)O)CC[C@H]21 | 1.3 | -7.1 | -4.6 | 11.2
O=C(C[C@H]1C[C@H]2c3cc(NC(=O)CC4CC4)ccc3O[C@H]2[C@@H](CO)O1)NCc1ccccn1 | -1.5 | 39.8 | 2.1 | 5.6

Nothing new here: 8 of the compounds above.
SMILES | GASC1 inh | Tcruzi prolif | C diff growth | Pf Dd2 inh
CC(=O)N1[C@@H](CO)[C@@H](c2ccccc2)C12CN(Cc1ccccc1)C2 | -1.7 | nt | -3.7 | -38.2
O=C(C[C@@H]1CC[C@@H](NC(=O)Nc2ccccc2F)[C@@H](CO)O1)NCc1ccc(F)cc1 | 0.0 | nt | -4.0 | 7.9
O=C(Nc1ccc2c(c1)[C@H]1C[C@H](CC(=O)N3CCc4ccccc4C3)O[C@H](CO)[C@H]1O2)C1CCOCC1 | 13.6 | -12.1 | -1.3 | -7.2
CO[C@H]1CN(C)C(=O)c2cc(NC(=O)c3cnccn3)ccc2OC[C@@H](C)N(C(C)=O)C[C@H]1C | -1.0 | nt | nt | 10.3
CNC(=O)C[C@H]1CC[C@@H]2[C@H](COC[C@@H](O)CN2C(=O)Nc2cccc(OC)c2)O1 | -1.9 | 36.1 | nt | 13.3
CCCC(=O)Nc1ccc2c(c1)C(=O)N(C)[C@H]1CC[C@@H](CC(=O)NCc3cccc(F)c3)O[C@H]1CO2 | 2.5 | 6.5 | -0.2 | 3.4
CCCNC(=O)N1[C@H](CNC(=O)c2cccc(F)c2)[C@@H](c2ccccc2)[C@@H]1CO | -0.3 | 78.3 | 4.2 | -24.3
C[C@@H](O)C#Cc1ccc([C@H]2[C@@H](CO)N3CCCCN(C(=O)c4ccc(F)cc4)C[C@H]23)cc1 | 1.8 | 98.9* | -9.2 | -30.1

New compounds follow.
SMILES | GASC1 inh | Tcruzi prolif | C diff growth | Pf Dd2 inh
C[C@@H]1CCCCO[C@@H](CN(C)C(=O)Nc2cccc3ccccc23)[C@H](C)CN([C@H](C)CO)C(=O)c2cc(NC(=O)c3ccncc3)ccc2O1 | -2.5 | 60.2 | 3.4 | -84.5*
COc1cccc(C(=O)Nc2ccc3c(c2)OC[C@H](C)NC[C@H](C)[C@@H](OC)CN(C)C3=O)c1 | -0.1 | nt | -5.8 | 9.2
CC(C)NC(=O)Nc1ccc2c(c1)C(=O)N([C@@H](C)CO)C[C@@H](C)[C@@H](CN(C)S(=O)(=O)c1ccc(F)cc1)OCCCC[C@@H](C)O2 | -1.6 | -2.0 | -8.3 | nt
COc1ccc(S(=O)(=O)Nc2cccc3c2O[C@H](CN(C)C)[C@@H](C)CN([C@@H](C)CO)C3=O)cc1 | 1.1 | -9.1 | -1.6 | 10.2
C[C@H]1CN([C@@H](C)CO)C(=O)Cc2cc(NC(=O)NC3CCCCC3)ccc2O[C@@H]1CN(C)C | 0.8 | nt | 1.5&-1.7 | 11.2
C[C@H]1CN([C@@H](C)CO)C(=O)c2cccc(NC(=O)c3cnccn3)c2O[C@@H]1CN(C)Cc1ccc2c(c1)OCO2 | -0.3 | -26.8 | 10.3 | -4.3
COCC(=O)Nc1ccc2c(c1)[C@@H]1C[C@@H](CC(=O)N(C)C)O[C@H](CO)[C@@H]1O2 | 4.3 | -4.1 | -1.2 | 17.8
COc1ccc2c3c(n(C)c2c1)[C@@H](CO)N(C(=O)c1cnccn1)CC31CCN(C(=O)c2ccncc2)CC1 | 0.4 | nt | 57.8 | -2.0
CC(C)C#Cc1cnc2c(c1)C(=O)N([C@H](C)CO)C[C@H](C)[C@H](CN(C)C(=O)Cc1ccccn1)O2 | nt | -38.4 | -1.3 | 18.1
C[C@H](CO)N1C[C@H](C)[C@@H](CN(C)S(C)(=O)=O)OCCCC[C@H](C)Oc2ccc(NS(=O)(=O)c3cn(C)cn3)cc2C1=O | 2.7 | 2.6 | -2.3 | 78.0
C[C@H](CO)N1C[C@H](C)[C@@H](CN(C)C(=O)Nc2ccc(F)cc2)Oc2cc(-c3ccncc3)ccc2S1(=O)=O | 0.0 | 93.3 | 2.7 | -32.2
O=C(C1CCC1)N1CCCCN2[C@H](CO)[C@H](c3ccc(C#CC4(O)CCCC4)cc3)[C@H]2C1 | 0.7 | 101.0* | -4.3 | 23.6
CCCNC[C@@H]1[C@@H](c2ccc(C3=CCCC3)cc2)[C@@H](CO)N1C(=O)C1CCCC1 | -2.2 | nt | -9.5 | -91.7*
C[C@@H]1CN([C@@H](C)CO)C(=O)c2cccc(NC(=O)c3cnccn3)c2O[C@@H]1CN(C)Cc1ccc(C(=O)O)cc1 | 1.3 | 10.1 | 1.4 | -14.9
O=C(C[C@@H]1CC[C@@H](NC(=O)Cc2cccnc2)[C@@H](CO)O1)Nc1ccc(-c2ccccc2)cc1 | -1.7 | -32.9 | nt | -7.0
C[C@H](CO)N1C[C@H](C)[C@H](CN(C)Cc2ccncc2)Oc2c(NC(=O)c3cnccn3)cccc2C1=O | 0.3 | 23.8 | 3.9 | 6.8
C[C@H]1CCCCO[C@H](CN(C)S(=O)(=O)c2ccccc2)[C@@H](C)CN([C@@H](C)CO)C(=O)c2cc(NC(=O)CCC(F)(F)F)ccc2O1 | 0.0 | 44.3 | 8.2 | -33.8
O=C(Nc1ccccc1)N1CCCCN2[C@H](CO)[C@@H](c3ccc(C#CC4CC4)cc3)[C@H]2C1 | 1.9 | 90.6 | 19.0 | -53.6
O=C(c1cccc(F)c1)N1C[C@H]2[C@@H](c3ccccc31)[C@@H](CO)N2C(=O)c1cccc(F)c1 | -0.9 | -52.9 | -0.1 | -6.9
CN(C)CC(=O)N[C@H]1CC[C@H](CCn2cc(C3CC3)nn2)O[C@H]1CO | 5.8 | nt | 0.0 | 19.2
COCC#Cc1cnc2c(c1)C(=O)N([C@@H](C)CO)C[C@@H](C)[C@@H](CN(C)S(=O)(=O)c1ccccc1)O2 | -0.6 | 7.2 | 0.2 | 17.4
C/C=C/c1ccc([C@@H]2[C@H](CN(C)S(=O)(=O)c3ccccc3)N[C@@H]2CO)cc1 | 0.6 | 108.1* | 5.4 | -48.2
COc1cccc(S(=O)(=O)Nc2ccc3c(c2)[C@H]2C[C@H](CC(=O)N[C@@H](C)c4ccccc4)O[C@H](CO)[C@H]2O3)c1 | nt | nt | -4.6 | 13.1
C/C=C/c1cnc2c(c1)C(=O)N([C@H](C)CO)C[C@@H](C)[C@@H](CN(C)Cc1ccc(F)cc1)O2 | -2.3 | 118.6* | 5.9 | -21.6
COc1ccc(S(=O)(=O)N[C@H]2CC[C@@H](CC(=O)N3CCc4ccccc4C3)O[C@H]2CO)cc1 | 2.6 | 46.4 | 0.7 | -15.7
Cc1noc(C)c1S(=O)(=O)N(C)C[C@@H]1OCCCC[C@H](C)Oc2ccc(NC(=O)C3CCCCC3)cc2C(=O)N([C@H](C)CO)C[C@H]1C | 0.6 | -8.8 | 0.6 | -68.1
CC(C)C(=O)Nc1ccc2c(c1)C(=O)N(C)[C@@H]1CC[C@H](CC(=O)NC3CCCC3)O[C@@H]1CO2 | 4.1 | -33.8 | -3.2 | 9.0
C[C@H]1CN([C@@H](C)CO)S(=O)(=O)c2ccc(C#CC3CC3)cc2O[C@H]1CN(C)Cc1cncnc1 | 0.9 | 56.4 | nt | 27.3
COc1cc(CN2CC3(CN(C(=O)Nc4c(C)noc4C)C3)c3c(n(C)c4cc(OC)ccc34)[C@@H]2CO)cc(OC)c1 | 1.2 | nt | 1.0 | -38.4
CC(C)NC(=O)Nc1ccc2c(c1)C(=O)N([C@H](C)CO)C[C@@H](C)[C@@H](CN(C)Cc1ccc(Cl)c(Cl)c1)OCCCC[C@H](C)O2 | 0.4 | nt | 12.6 | nt
C[C@@H]1CN([C@H](C)CO)C(=O)c2cc(NC(=O)c3ccncc3)ccc2O[C@@H]1CN(C)Cc1ccccc1 | -2.3 | 12.5 | 0.7 | 20.0
C[C@@H]1CN([C@@H](C)CO)S(=O)(=O)c2ccc(-c3ccccc3)cc2O[C@H]1CN(C)Cc1cccc(F)c1 | -0.6 | 121.5* | 7.6 | -65.5
C[C@@H]1CN([C@@H](C)CO)C(=O)c2cccc(NS(=O)(=O)c3cccs3)c2O[C@@H]1CN(C)C(=O)Nc1ccc2c(c1)OCO2 | 0.1 | -85.5 | nt | -4.9
C[C@@H]1CCCCO[C@@H](CN(C)C(=O)C2CCCCC2)[C@H](C)CN([C@H](C)CO)C(=O)c2cc(NC(=O)c3ccncc3)ccc2O1 | -1.2 | 64.6 | -0.5 | -3.3
COc1cccc(-c2ccc3n(c2=O)C[C@@H]2[C@@H](CO)[C@H](C(=O)N(C)C)N(C(=O)C4CCC4)[C@H]32)c1 | 0.0 | 37.0 | 1.1 | 6.3
C[C@@H]1CN([C@@H](C)CO)C(=O)c2cc(NC(=O)Nc3ccc(C(F)(F)F)cc3)ccc2O[C@@H]1CN(C)Cc1ccc(-c2ccccc2)cc1 | -1.4 | 120.4* | 70.6 | -22.9
CO[C@@H]1CN(C)C(=O)c2ccc(NC(=O)c3ccc4c(c3)OCO4)cc2OC[C@H](C)N(CC2CC2)C[C@H]1C | -0.1 | nt | nt | -19.8
COCC(=O)Nc1ccc2c(c1)C(=O)N(C)[C@@H]1CC[C@@H](CC(=O)NCc3ccccc3F)O[C@@H]1CO2 | -1.6 | -30.5 | 0.2 | 6.9
Cc1ccc(S(=O)(=O)N(C)C[C@H]2Oc3c(NS(=O)(=O)c4ccccc4)cccc3C(=O)N([C@@H](C)CO)C[C@@H]2C)cc1 | -1.2 | 55.9 | 2.0 | 5.4
COc1cccc(-c2cnc3c(c2)C(=O)N([C@H](C)CO)C[C@@H](C)[C@@H](CN(C)CC2CC2)O3)c1 | 2.7 | 23.3 | nt | -43.2
C[C@H](CO)N1C[C@H](C)[C@H](CN(C)C(=O)Nc2cccc(C(F)(F)F)c2)OCc2ccccc2-c2ccccc2C1=O | -0.8 | 74.4 | 1.9 | -31.6
COc1ccc(C#Cc2cnc3c(c2)C(=O)N([C@H](C)CO)C[C@H](C)[C@H](CN(C)S(=O)(=O)c2ccc(C#N)cc2)O3)cc1OC | -2.5 | 107.7 | nt | -76.7
CCC(=O)N1C[C@H](C)[C@@H](OC)CN(C)C(=O)c2cc(NS(=O)(=O)CC)ccc2OC[C@@H]1C | 1.5 | -23.8 | nt | 5.4
C[C@@H]1CCCCO[C@H](CN(C)C)[C@@H](C)CN([C@@H](C)CO)C(=O)c2cc(NS(=O)(=O)c3ccc(F)cc3)ccc2O1 | 0.8 | -7.0 | -1.8 | 5.6
COc1ccc(C#Cc2cccc(-c3nc(C(=O)O)cc4c3[C@H](CCO)N(S(=O)C(C)(C)C)C4)c2)cc1OC (stereo partly drawn) | 13.1 | 59.5 | -3.9 | nt
COc1ccc(NC(=O)Nc2ccc3c(c2)C(=O)N([C@H](C)CO)C[C@H](C)[C@H](CN(C)S(=O)(=O)c2cn(C)cn2)O3)cc1 | 0.3 | 41.2 | -9.0 | -3.3
C[C@@H]1CN([C@@H](C)CO)C(=O)c2cccc(NS(=O)(=O)c3cn(C)cn3)c2O[C@@H]1CN(C)C(=O)Nc1ccccc1 | 3.6 | 18.0 | -2.7 | -20.4
C/C=C/c1cnc2c(c1)C(=O)N([C@H](C)CO)C[C@H](C)[C@H](CN(C)C(=O)NC1CCCCC1)O2 | -0.3 | nt | 0.5 | 9.3
C[C@H](CO)N1C[C@H](C)[C@@H](CN(C)Cc2ccc(C(=O)O)cc2)Oc2ncc(Br)cc2C1=O | -1.2 | nt | 1.5 | 5.8
C[C@@H]1CN([C@@H](C)CO)C(=O)Cc2cc(NC(=O)Cc3ccccc3)ccc2O[C@@H]1CN(C)C(=O)Nc1ccccc1 | -2.3 | 56.9 | 6.0 | -1.4
